mHTT CaM bind = disrupts binding of mutant huntingtin to calmodulin; AID 1671202; P42858; inhibition, % at 15 µM; hit rate 3.6% among 190,000; AlphaScreen His-mHTT/GST-CaM binding, luminescence;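 note: 0% = both proteins with DMSO and 100% = one protein alone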
Pf apPOL inh = Pf-apPOL DNA polymerase inhibition; hit rate 0.25% among 210,000; inhibition, % at 10 µM; AID 1794808; Recombinant Pf-apPOL, molecular beacon fluorescence, 1.5 h
The depositor's hits bear a star; . = no result given; & = joins results of further samples. Cut-off read from the data, not from the text of the source: active = inhibition above about 50%; inactive = the rest. Some of the compounds tested; the hit share may differ from the screen's.

SMILES	mHTT CaM bind	Pf apPOL inh
Cc1nc2ncccn2c1-c1csc(Nc2cccc([N+](=O)[O-])c2)n1	-2.5	-14.0
O=c1[nH]c2ccc(S(=O)(=O)N3CCCc4ccccc43)cc2s1	-3.0	-3.9
O=c1[nH]c2cc([N+](=O)[O-])c([N+](=O)[O-])cc2[nH]c1=O	.	0.5
O=C(CSc1nc2ncccc2[nH]1)Nc1ccc(Cl)c(F)c1	-3.0	5.3
Cc1cc(C)c(S(=O)(=O)Nc2ccc(S(=O)(=O)Nc3nccs3)cc2)c(C)c1	10.2	-5.2
CC(=O)N(C(C)=O)c1ccc(-c2ccc(N(C(C)=O)C(C)=O)cc2)cc1	1.2	-5.3
COc1ccc(C2=NN(CN3C(=O)C(=O)c4ccccc43)C(c3ccccc3)C2)cc1 (centres undefined)	2.0	-1.0
Cc1ccc(-c2nc(C#N)c(NCCCn3ccnc3)o2)cc1	16.0	-4.3
Cc1ccc(C(=O)N2CCC(CCNS(=O)(=O)c3ccc(Cl)s3)CC2)cc1	43.9	-0.5
O=C(Nc1ccc(Cl)cc1Cl)O[C@H]1CCC12CCC(c1ccccc1)CC2 (some centres undefined)	-9.1	-1.2
Cc1ccnc(N2CCCC(C(=O)NCCN(CCc3ccccc3)Cc3ccco3)C2)n1 (centres undefined)	7.3	1.8
N#Cc1cnc2ccc(F)cc2c1N1CCC(C(=O)NCc2ccccc2F)CC1	-5.4	1.9
c1ccc(CCCN2CCN(c3ccccn3)CC2)cc1	0.2	-0.1
CCN1CCN(CCCNC(=O)c2cc3cn(C(C)C)cc3s2)CC1	8.3	-0.1
CCCc1cc(C2CCCN2Cc2cn[nH]c2-c2ccc(OCC)cc2)no1 (centres undefined)	20.6	-6.0
CCc1nnc2ccc(-c3noc(-c4ccc(F)cc4F)n3)cn12	-4.5	2.4
COc1cc(C=C(C#N)C(N)=S)cc(OC)c1OC	.	1.7
CCn1c(N2CCCC(C(=O)NCc3ccc(C)cc3)C2)cc(=O)n(C)c1=O (centres undefined)	11.6	4.4
O=S1(=O)CC(N2CC=CC2)CN1Cc1cn(Cc2ccc(Cl)cc2)nn1 (centres undefined)	-5.7	-9.7
COc1cc(C2C3=C(CC(C)(C)CC3=O)OC(N)=C2[N+](=O)[O-])ccc1O (centres undefined)	-3.0	-5.0
Cc1cccc(NC(=O)CN2C(=O)N/C(=C\c3c(F)cccc3Cl)C2=O)c1	8.0	-1.1
Cc1c(Cl)cccc1NC(=O)CN1CCN(c2ccc(F)c(F)c2)C1=O	-8.4	2.6
C=CCOc1ccccc1/C=C1/C(=O)N(c2cccc(Cl)c2)N=C1C	10.0	-4.5
CC(C)C[C@@H]1COc2cc(NC3CC3)ccc2S(=O)(=O)N1	-6.5	-6.5
CC1=NN(C(=O)c2ccc(Br)cc2)C(O)(C(F)(F)F)C1 (centres undefined)	13.0	-6.6
CCN(CC)c1nc(C)nc2sc(C(=O)Nc3cc([N+](=O)[O-])ccc3OC)c(C)c12	-1.0	-3.1
O=C(CSc1nc2ccccc2c(=O)n1-c1ccc(Cl)c(Cl)c1)N1CCOCC1	.	-13.5
CCOc1ccc(N2CCN(C(=O)c3ccc(Cl)c(Cl)c3)C(C)C2=O)cc1 (centres undefined)	17.6	0.0
CN(C(=O)c1ccc([N+](=O)[O-])o1)c1ccccc1	0.2	-6.9
CCCCC(=O)Nc1nnc(Cc2ccccc2)s1	-5.7	-4.2
COc1ccc(C(=O)Oc2cc(C)[nH]c(=O)c2[N+](=O)[O-])c(OC)c1	55.8*	0.7
Cc1cc(NC(=O)CCCn2nc([N+](=O)[O-])c(Cl)c2C)no1	0.0	-2.8
Cc1ccc(OCC(=O)NCc2ccccn2)cc1C	3.5	-4.1
COc1ccc(OC)c(-c2cc(C(=O)Nc3ccc4c(c3)CCC(=O)N4)[nH]n2)c1	10.1	-1.5
CC(C)c1ccc(C(C2=C(O)CC(C)(C)CC2=O)C2C(=O)CC(C)(C)CC2=O)cc1 (centres undefined)	-2.0	0.8
Clc1ccc(C2=CC(c3ccco3)n3nnnc3N2)cc1 (centres undefined)	8.0	-12.0

Arranged by SMILES length (descending): three of the compounds above
SMILES	mHTT CaM bind	Pf apPOL inh
CCOc1ccc(N2CCN(C(=O)c3ccc(Cl)c(Cl)c3)C(C)C2=O)cc1 (centres undefined)	17.6	0.0
O=S1(=O)CC(N2CC=CC2)CN1Cc1cn(Cc2ccc(Cl)cc2)nn1 (centres undefined)	-5.7	-9.7
CCCCC(=O)Nc1nnc(Cc2ccccc2)s1	-5.7	-4.2

Additional entries follow:
SMILES	mHTT CaM bind	Pf apPOL inh
COc1ccc(Cl)cc1NC(=O)N1CCCC(C)(C(=O)NCc2ccccc2)C1 (centres undefined)	2.9	-8.1
O=C1C(=O)N(CNc2ccc(Br)cc2)c2ccccc21	11.0	-0.9
COCCn1c(SCC(=O)N2CCCC2)nc2c(c1=O)SC(C)C2 (centres undefined)	-1.0	8.3
COc1cc(C2C(=C(O)c3ccccc3)C(=O)C(=O)N2CCC(=O)O)ccc1O (centres undefined)	2.4	-15.2
Cc1ccccc1-n1nc2c(c1NC(=O)c1ccccc1[N+](=O)[O-])CS(=O)C2 (centres undefined)	7.0	0.7
Cc1cc(C)n(C(=O)C2CCCN2S(=O)(=O)c2ccc(F)cc2)n1 (centres undefined)	-16.0	-4.5
COc1cc(-c2nc(C=Nc3cccc(C(F)(F)F)c3)c(O)o2)cc(OC)c1OC	9.0	-0.9
c1ccc(C(Sc2ncccn2)c2ccccc2)cc1	-25.0	-2.7
Cc1cccc(OCCCCc2c(C)n[nH]c2C)c1	0.9	-0.2
CC(=O)Nc1cccc(N2CC(C(=O)NCc3cccc(Br)c3)CC2=O)c1 (centres undefined)	7.1	0.9
CC1CN(C(=O)c2c(F)cccc2F)CC1c1nc(-c2ccccc2)no1 (centres undefined)	-8.3	-4.6
Cc1cccc(C(=O)NN2CCN(C)CC2)c1	-1.7	2.8

Reprinted from above (7 entries):
SMILES	mHTT CaM bind	Pf apPOL inh
Cc1cc(C)n(C(=O)C2CCCN2S(=O)(=O)c2ccc(F)cc2)n1 (centres undefined)	-16.0	-4.5
COc1cc(-c2nc(C=Nc3cccc(C(F)(F)F)c3)c(O)o2)cc(OC)c1OC	9.0	-0.9
c1ccc(C(Sc2ncccn2)c2ccccc2)cc1	-25.0	-2.7
Cc1cccc(OCCCCc2c(C)n[nH]c2C)c1	0.9	-0.2
CC(=O)Nc1cccc(N2CC(C(=O)NCc3cccc(Br)c3)CC2=O)c1 (centres undefined)	7.1	0.9
CC1CN(C(=O)c2c(F)cccc2F)CC1c1nc(-c2ccccc2)no1 (centres undefined)	-8.3	-4.6
Cc1cccc(C(=O)NN2CCN(C)CC2)c1	-1.7	2.8

One compound at a time, as listed above. Values in the order: mHTT CaM bind | Pf apPOL inh
CC(=O)Nc1cccc(N2CC(C(=O)NCc3cccc(Br)c3)CC2=O)c1 (centres undefined) is listed as 7.1 | 0.9
COc1cc(C2C(=C(O)c3ccccc3)C(=O)C(=O)N2CCC(=O)O)ccc1O (centres undefined) is listed as 2.4 | -15.2
Cc1cccc(OCCCCc2c(C)n[nH]c2C)c1 is listed as 0.9 | -0.2
CC1CN(C(=O)c2c(F)cccc2F)CC1c1nc(-c2ccccc2)no1 (centres undefined) is listed as -8.3 | -4.6
COCCn1c(SCC(=O)N2CCCC2)nc2c(c1=O)SC(C)C2 (centres undefined) is listed as -1.0 | 8.3

Further entries.
SMILES	mHTT CaM bind	Pf apPOL inh
Cc1ccc(-c2nc(C=Nc3cccc(C)c3)c(O)o2)cc1	3.0	-3.1
Cc1ccc(C(=O)N2CCN(C3=CC4=NCC(C)N4C=N3)CC2)cc1F (centres undefined)	5.3	0.6
COc1ccc(N=c2oc3c(C)ncc(CO)c3cc2C(=O)Nc2ccccc2)c(OC)c1	8.0	2.8
O=C(NCC1(c2ccc(F)cc2)CC1)c1ccc(F)c(F)c1	-12.6	-6.9
O=C(c1ccccc1F)N1CCCC1c1ccc(Cl)cc1 (centres undefined)	0.3	-3.7
O=[N+]([O-])c1ccc(C=Nc2nonc2N=Cc2ccc([N+](=O)[O-])cc2)cc1	9.0	6.6
CC(C)(C)n1nc2c(c1NC(=O)c1ccc(S(=O)(=O)N3CCCC3)cc1)CS(=O)C2 (centres undefined)	2.0	-10.2
CCOc1ccc(CC(=O)N2CCCn3nc(-c4cccs4)cc3C2)cc1	5.6	-1.3
CCN1C(=O)C(C)(C(=O)Nc2cc(C)ccc2C)Oc2cccnc21 (centres undefined)	-9.3	-2.6
O=C1NC2(CCN(Cc3ccccc3F)CC2)N=C1c1cccc(F)c1	3.4	-4.8
CC1CCN(C(=O)C2CCc3nc(N4CCN(C(=O)C(C)C)CC4)sc3C2)CC1 (centres undefined)	0.2	-1.1
O=[N+]([O-])c1ccccc1OCCN1CCOCC1	-2.0	11.8
CC(=O)NCCc1csc(C2CCN(C(=O)Nc3ccc(F)cc3)CC2)n1	-7.8	-3.0
CCn1c(=O)c(N2CCCC(C(=O)NCCCN3CCCCCC3)C2)nc2ccccc21 (centres undefined)	93.6*	-3.7
CC1=C(C(=O)Nc2ccc(Br)c(C)c2)C2(CCCCC2)OC1=O	-1.9	0.4
O=C(NCCOC(=O)c1c(F)cccc1Cl)c1c(F)cccc1Cl	.	-4.9&2.1
COc1ccc(C2SC(NC(C)=O)=NN2C(C)=O)cc1 (centres undefined)	2.0	-4.5
CC(C)CCNC(=O)C1CCN(S(=O)(=O)N(CC(C)C)CC(C)C)CC1	-11.0	-18.0
CC(C)(C)n1ncc(O)c(Cl)c1=O	-3.8	-8.1
CC(C)n1c(=O)c(Nc2ccc(F)c(F)c2)nc2ccncc21	-9.8	1.4
O=C(c1cnc2n(c1=O)CCS2)N(c1ccccc1)C1CCCCC1	7.0	1.0
CC(=O)N1N=C(c2ccccc2)OC12CCCCCCC2	-51.0	-3.2
CSc1ccccc1CN1CCC(CNC(=O)C23CC4CC(CC(C4)C2)C3)CC1	-0.1	-1.5
COc1ccc(C=C2Oc3cc(O)ccc3C2=O)cc1	-5.3	0.4
COCCN1C(=O)C2(SCCN2C(=O)c2ccc(OC)cc2)c2ccccc21 (centres undefined)	21.8	-2.1
Cc1cccc(C(=O)Nc2ccc(OCC(=O)O)cc2)c1	5.4	-3.1
O=C(Nc1ccc(F)cc1F)C(C1CCCC1)N1CCN(C(=O)C2CC2)CC1 (centres undefined)	-2.1	4.4
Nc1cc(C2CCN(S(=O)(=O)c3ccc(Cl)c(Cl)c3)CC2)no1	-6.2	-1.2
CC(C)c1nc(N2CCCCC2)c(C#N)c2c1COC(C)(C)C2	-12.0	-4.4
O=C1NN(c2ccccc2)C(=O)/C1=C/c1ccc(-c2cccc(Cl)c2)o1	23.0	4.8
CC1Cc2nc(SCC(=O)Nc3ccc(F)cc3F)n(C)c(=O)c2S1 (centres undefined)	-4.0	-13.4
Cc1ccc(OCc2ccccc2)c(C(=O)C=Cc2ccc3c(c2)OCCO3)c1	5.6	2.1
COc1ccccc1Oc1coc2cc(OCc3ccc([N+](=O)[O-])cc3)ccc2c1=O	-3.2	-6.7
CCOc1ccc(OCCOCCN2CCCC2)cc1	-5.3	-4.0
O=C(Nc1cccc2ncccc12)c1cccs1	1.1	-7.6
COc1cc(OC)c(N2C(=O)NC3CC2(C)Oc2ccccc23)cc1Cl (centres undefined)	12.0	-6.1
CC(C)c1cc(C2CCCN2C(=O)c2cc(F)c(F)cc2Cl)no1 (centres undefined)	-8.3	-5.0
Cc1ccc(/C=C2/SC(=Nc3ccc(F)cc3)NC2=O)cc1	-3.0	0.6
CCOC(=O)c1c(-c2ccccc2)oc2cc(Br)c(OC(C)=O)cc12	-3.0	-1.6
CCN1C(=O)C(=Cc2cccc(OC)c2O)SC1=S	17.3	0.0
CC(=O)N1CCc2sc(C(=O)N3CCC(Cc4ccccc4)CC3)cc2C1	33.3	-2.0
Cc1ccc(NC(=O)c2ccc(F)cc2)c(Br)c1	-12.0	-0.2
O=C(Nc1cccc(Cl)c1)c1cccc(Br)c1	-40.3	-2.3
CCC(CO)NCC(O)COc1cccc2ccccc12 (centres undefined)	-0.9&-6.3	-0.3&-5.5
COc1ccc(-n2cc(C(=O)N3CCN(c4ccccn4)CC3)c3ccccc3c2=O)cc1	12.0	-4.2
Cc1ccccc1CN1[C@@H](CC2CCCCC2)COCCS1(=O)=O	-7.8	-3.7
Cc1ccc(-c2cc(C(F)(F)F)c(C#N)c(=O)[nH]2)cc1	-1.0	-0.5
O=[N+]([O-])c1cccc(C2=Nn3c(nnc3-c3ccccc3Br)SC2)c1	2.0	-0.9
CCOc1ccccc1Nc1nc(-c2cccnc2)cs1	20.8	-5.9
CCC1c2ccc(C)n2CCN1C(=O)Nc1ccc(Br)cc1 (centres undefined)	21.4	-6.0
Cc1ccc(C(=O)N2CCCC(c3ccnc(-c4ccccc4)n3)C2)cc1F (centres undefined)	46.8	-4.2
COC(=O)c1cc(Br)c(C(=O)OC)cc1Br	.	1.8
Cc1ccc(-c2nnn(CC(=O)NNC(=O)N3CCOCC3)n2)cc1	.	7.2
C=CCN=C1NC(=O)C(CC(=O)Nc2ccccc2)S1 (centres undefined)	.	-3.5
CCC(C)NC(=O)CSc1nc2nc(C)c(Cc3ccc(C)cc3)c(C)n2n1 (centres undefined)	-2.0	-5.7
CC12CC(NC(=O)N1c1cccc(Cl)c1)c1ccccc1O2 (centres undefined)	5.0	16.0
COc1cccc(C(=O)Nc2nc3ccc(Cl)cc3s2)c1	6.8	-8.3
CCNc1cc(N2CCC(CCC(=O)NCc3cccc(F)c3)CC2)ncn1	0.6	-0.9
Cc1ccccc1CNC(=O)C1COc2ccc(NC(=O)c3cccs3)cc2C1 (centres undefined)	-1.0	-4.1
COc1ccc2c(OC)ccc3c2c1C=CC3=O	.	2.6&4.5
Additional compounds.
SMILES	mHTT CaM bind	Pf apPOL inh
CC(=O)c1cccc(NC(=O)CCCN2C(=O)c3cccnc3C2=O)c1	3.0	-64.2
CCc1ccc(NC(=O)c2ccco2)cc1	-1.9	7.9
COc1cc(NC(C)=O)c(OC)cc1NC(C)=O	-2.2	-4.5
CC(C)(C)CC(C)(C)NC(=O)c1cnn2c1NC(c1ccco1)CC2C(F)(F)F (centres undefined)	2.0	-3.1

Screening data (PubChem BioAssay)
